# MITF primary: human MITF inhibition, primary screen. O75030. AlphaScreen MITF homodimerization, bead proximity signal. inhibition, % at 2.6 µM. 650,000 tested, 0.91% active. AID 1259374; in the data active = inhibition above about 50%;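 also: 0% = vehicle wells with protein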
# Target sequence (O75030 whole entry, looked up): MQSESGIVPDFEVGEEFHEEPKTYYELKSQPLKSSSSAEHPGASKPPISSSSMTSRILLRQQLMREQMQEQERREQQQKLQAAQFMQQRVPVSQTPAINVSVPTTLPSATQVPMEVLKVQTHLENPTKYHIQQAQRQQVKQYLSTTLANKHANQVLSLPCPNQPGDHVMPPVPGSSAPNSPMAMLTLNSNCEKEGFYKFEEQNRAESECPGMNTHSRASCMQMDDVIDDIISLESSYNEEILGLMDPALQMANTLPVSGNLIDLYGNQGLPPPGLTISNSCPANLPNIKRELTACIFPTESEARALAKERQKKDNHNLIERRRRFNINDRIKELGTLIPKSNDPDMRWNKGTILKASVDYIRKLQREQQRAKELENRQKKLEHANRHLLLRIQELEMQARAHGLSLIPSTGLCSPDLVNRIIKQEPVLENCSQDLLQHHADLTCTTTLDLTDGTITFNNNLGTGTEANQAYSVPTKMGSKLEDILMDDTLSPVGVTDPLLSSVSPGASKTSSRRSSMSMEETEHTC
# FBW7 activator: human FBW7 E3 ligase activation, primary screen; AlphaScreen FBW7–phospho-cyclin E peptide binding, activator screen; 650,000 tested, 0.13% active; normalized activity (activation), % at 26.1 µM; in the data active = normalized activity above about 1.9%;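 also: purified mutant Fbw7 with reduced substrate affinity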
# GPR151 ag: activators of human GPR151. 650,000 tested, 1% active. AID 1508602. PathHunter beta-arrestin GPR151 cells, luminescence. Q8TDV0. activation, % at 11.2 µM; in the data active = activation above about 4.9%;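 also: 0% = median of compound wells and 100% = cells with positive control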
# Target sequence (Q8TDV0 whole entry, looked up): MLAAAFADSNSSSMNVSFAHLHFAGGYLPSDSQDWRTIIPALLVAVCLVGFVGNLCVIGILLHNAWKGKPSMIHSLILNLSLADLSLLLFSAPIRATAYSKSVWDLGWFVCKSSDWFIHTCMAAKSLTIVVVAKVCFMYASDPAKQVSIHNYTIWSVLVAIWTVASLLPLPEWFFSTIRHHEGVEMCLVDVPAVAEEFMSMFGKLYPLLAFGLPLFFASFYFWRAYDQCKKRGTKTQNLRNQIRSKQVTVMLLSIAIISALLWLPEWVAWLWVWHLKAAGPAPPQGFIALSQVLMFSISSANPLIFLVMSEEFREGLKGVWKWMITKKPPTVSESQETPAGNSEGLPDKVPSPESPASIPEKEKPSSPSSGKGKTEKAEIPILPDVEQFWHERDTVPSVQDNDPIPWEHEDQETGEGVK
# TEAD-YAP block: TEAD-YAP interaction inhibition; HEK-TIYL cells, TEAD-Gal4/YAP UAS-luciferase luminescence; inhibition, % at 9.12 µM; 640,000 tested, 1.4% active; AID 1259422; in the data active = inhibition above about 32%;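 also: 0% = median of test compound wells and 100% = reference inhibitor wells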
# The depositor's hits bear a star; & = joins results of further samples.
SMILES,MITF primary,FBW7 activator,GPR151 ag,TEAD-YAP block
CCn1cc(C(=O)NCCc2ccc(OC)c(OC)c2)c(=O)c2ccc(C)nc21,-14,-0.2,-0.4,3
CCc1c(C)sc(NC(=O)c2cc3n(n2)C(C(F)(F)F)CC(c2ccc(Cl)cc2)N3)c1C#N (stereo unspecified),2,0.1,0.7,0
CNC(=O)COc1ccc(Oc2ccc(C)cc2)cc1,-4,0.0,1.0,-10
COc1ccc(-c2noc(CNC(=O)CC(C)(C)C)n2)cc1,5,0.0,0.1,9
COC(=O)C(CCSC)NC(=O)/C=C/c1ccc(OC)cc1 (stereo unspecified),-4,0.1,0.0,-3
Cc1ccc(NC(=O)C(CCCCNC(=O)OCc2ccccc2)NC(=O)OCc2ccccc2)cc1C (stereo unspecified),-7,0.0,1.1,-2
CCOc1ccccc1N1CCN(S(=O)(=O)c2ccc(F)cc2)CC1,3,-0.1,0.8,13
CC(=O)C(C(C)=O)C(c1ccccc1)C1C(=O)c2ccccc2C1=O (stereo unspecified),11,-0.4,-0.3,-1
COc1ccc(C(=O)NCc2nnc(SCC(=O)N3N=C(c4cccs4)CC3c3cccc(OC)c3OC)n2C)cc1 (stereo unspecified),2,-0.1,-0.6,-10
CC(C)c1ccc(OCC(=O)NC(Cc2c[nH]c3ccccc23)C(=O)O)cc1 (stereo unspecified),-2,0.0,-0.3,0
Cn1nnnc1SCc1ccc(C(=O)Nc2ccc(Br)cc2)cc1,12,0.2,-0.2,-37
N/C(=N\S(=O)(=O)c1ccc2c(c1)OCCO2)c1ccc([N+](=O)[O-])cc1,-20,0.1,0.2,7
Cc1cccc(S(=O)(=O)NCCN2CCOC(c3ccccc3)C2)c1 (stereo unspecified),-4,0.3,-0.4,7
COc1ccccc1NC(=O)Cn1c(C)nc2ccccc21,6,0.0,1.0,35*
CCOC(=O)C(NC(=O)CC)(Nc1ccc(S(=O)(=O)Nc2ncccn2)cc1)C(F)(F)F (stereo unspecified),-1,0.0,-1.1,5
CCCCOc1ccc(/C=C/C(=O)N2CCCCC2)cc1,3,0.2,5.6*,-38
CCN(CC)S(=O)(=O)c1cc(NC(=O)c2sc3nc(C)cc(C)c3c2N)ccc1C,-4,0.1,0.1,1
O=C(NCc1ccccc1)c1ccc2c(=O)n(CC3CCCO3)c(=S)[nH]c2c1 (stereo unspecified),-8,0.1,0.3,5
CC(C)OCCCNC(=O)c1cc2c(=O)oc3ccccc3c2s1,2,0.5,2.9,0
O=C(Oc1ccc2c(c1)oc(=O)c1ccccc12)c1ccccc1Cl,-15,0.1,1.2,-4
O=C(O)C1CC=CCC1C(=O)Nc1nncs1 (stereo unspecified),53*,-0.1,2.5,2
COc1ccc(CCNC(=O)C(=O)NCCCN2CCOCC2)cc1,1,0.7,-1.9,0
CCOC(=O)C1=C(C)N=c2s/c(=C\c3cccs3)c(=O)n2C1c1ccc2c(c1)OCO2 (stereo unspecified),-18,0.1,0.4,3
Cc1n[nH]c(=O)nc1N/N=C/c1ccccc1O,94*,-0.6,-6.6,18
O=C(Nc1ccccc1[N+](=O)[O-])C1CC1(c1ccccc1)c1ccccc1 (stereo unspecified),22,-0.1,-0.5,8
CC(C)n1cnc2c(NCCO)nc(Nc3cnccn3)nc21,3,0.6,1.5,22
CCOc1ccccc1NC(=O)CCNc1c(N2CCCC2)c(=O)c1=O,-12,-0.1,-1.5,3
COc1ccc(CCNC(=O)c2ccc3c(c2)nc(C)n3-c2cccc(F)c2)cc1OC,9,-0.2,2.2,-1
Nc1nc(SCC(=O)N2N=C(c3ccc(Cl)cc3)CC2c2ccco2)n[nH]1 (stereo unspecified),11,0.5,-1.0,2
COc1cc(/C=N/NC(=O)c2ccc(CN)cc2)cc(OC)c1O,0,0.7,-0.7,0
O=C(c1cc(Oc2ccc(-c3cnc4ccccc4n3)cc2)nc2ccccc12)N1CCCCC1,5,-0.1,0.1,5
N#C/C(=N/O)c1nc2ccccc2s1,1,0.0,-2.5,5
O=C(CSc1ccncc1)N1CCCC1c1nc2ccccc2[nH]1 (stereo unspecified),1,-0.2,-0.7,-4
CC(C)c1ccc(N2C(=O)c3ccc(-c4nc5ccccc5c(=O)o4)cc3C2=O)cc1,-2,0.1,2.3,-8
NS(=O)(=O)c1ccc(N/N=C/c2cccc(OCc3ccccc3)c2)c([N+](=O)[O-])c1,1,0.1,0.7,9
Cc1cn[nH]c1,16&16,0.0&0.3,-1.4&-1.9,-4&15
O=C(O)CCN1CCN(S(=O)(=O)c2ccc(Cl)cc2)CC1,4,0.0,1.5,15
COCC1CCCN(Cc2ccc3c(c2)CN(C(=O)CCc2ccccn2)CCO3)C1 (stereo unspecified),16,0.1,-1.3,-10
O=C(Nc1cccc(NC(=O)c2ccc(I)o2)c1)c1cccc(Cl)c1,6,1.2,-1.5,3
CCc1ccccc1N(CC(=O)NCCC1=CCCCC1)S(C)(=O)=O,7,-0.1,-0.7,7
COc1ccc(OC)c(NC(=O)CN2C(=O)CCSc3ccccc32)c1,-2,0.1,0.8,9
COC(=O)c1cc(NC(=O)c2cnn3c(C(F)(F)F)cc(-c4ccc(C)cc4)nc23)cc(C(=O)OC)c1,23,0.2,-0.5,-3
COc1cccc(CC(=O)Nc2cnc3cnc(-c4ccc(C(C)C)cc4)cn23)c1,18,0.7,1.4,-4
COc1ccc(C2C(C(=O)N3CCN(Cc4ccc5c(c4)OCO5)CC3)c3ccccc3C(=O)N2Cc2ccc(F)cc2)cc1 (stereo unspecified),-3,-0.1,0.3,16
Cc1cc(=O)oc2cc(OC(=O)CCCOc3ccc(Cl)cc3Cl)ccc12,-7,-0.1,-0.2,10
CCOC(=O)C1CN(C(C)(C)C)C(=O)C1=O (stereo unspecified),-1,0.0,2.0,8
CCOc1ccccc1NC(=O)c1cc(S(=O)(=O)N2CCN(c3ccccc3F)CC2)ccc1F,11,-0.2,-1.7,7
COc1cccc(NC(=O)CSc2nc3c(sc(=S)n3CC3CCCO3)c(=O)n2-c2ccc(F)cc2)c1 (stereo unspecified),-12,-0.1,0.6,-1
COCCCNc1nc(CN2CCNC(=O)C2)nc2ccc(C)cc12,2,-0.1,1.6,3
CSc1cccc(NC(=O)c2ccccc2O)c1,6,0.1,1.2,-26
# Additional compounds:
SMILES,MITF primary,FBW7 activator,GPR151 ag,TEAD-YAP block
N#CC1=C(N)NC(SCC(N)=O)=C(C#N)C1c1ccccc1Cl (stereo unspecified),3,-0.1,-0.4,-29
CC(C(=O)Oc1ccc(C=O)cc1)N1C(=O)c2ccccc2C1=O (stereo unspecified),11,0.0,-0.4,-9
O=C(NNC(=O)c1cccc([N+](=O)[O-])c1)c1ccc(-c2ccccc2)cc1,16,0.1,-1.4,-4
Nc1c(C(=O)NCc2ccccc2)nnn1Cc1ccccc1,9,0.0,0.0,8
CCOC(=O)C1=C(C)N=c2s/c(=C\c3ccc(C)cc3)c(=O)n2C1c1ccc(C(C)C)cc1 (stereo unspecified),4,-0.1,0.1,0
O=C(Cc1cccc(O)c1)N1CCn2c(nnc2C2CC2)C1,2,-0.1,0.6,6
CNS(=O)(=O)c1ccc(NC(=O)c2ccccn2)cc1,8,0.2,-1.0,-46
O=C(Nc1cc(F)ccc1F)c1cc2c(=O)n3ccccc3nc2s1,2,0.0,-0.7,-7
O=C(CCc1nnc(-c2ccsc2)o1)NCCc1nc(-c2ccccc2)cs1,2,0.0,-0.7,1
Cc1ccc(S(=O)(=O)NCCSCc2ccco2)cc1,-6,-0.2,1.9,-1
Cc1cc(Cl)c(S(=O)(=O)N2CCN(c3ccccn3)CC2)cc1OCC(N)=O,-4,0.6,-1.4,-5
CC1C(=O)C(C)C(c2ccc(F)cc2)NC1c1ccc(F)cc1 (stereo unspecified),6,0.0,1.9,-2
COc1ccc(CCC(=O)Nc2ccc3nc(N4CCN(C)CC4)cc(C)c3c2)cc1,0,0.4,2.0,-21
COCCN(CCOC)C(=O)C(=O)c1c(C)n(C)c2ccccc12,1,0.0,-0.2,-1
CCOc1ccc(-c2c(C(=O)Nc3ccccc3)c(C)nc3sc(C(=O)Nc4ccccc4)c(N)c23)cc1,3,0.0,0.1,-4
Cn1c(N/N=C/c2ccc3c(c2)OCO3)cc(=O)n(C)c1=O,-15,0.0,-0.5,-5
COCCNC(=O)c1ccc(CNC(=O)c2cc(OC)c(OC)c(OC)c2)cc1,-9,-0.1,0.9,0
COc1ccccc1CNS(=O)(=O)c1ccc(F)c(C(=O)Nc2cc(Cl)cc(Cl)c2)c1,18,0.0,0.3,-4
Cc1ccc(NC(=O)CCNC(=O)Cn2cnc3ccccc3c2=O)cc1F,3,0.0,0.6,-7
COC(=O)c1ccc(NC(=O)C(C)N(c2cc(C)cc(C)c2)S(C)(=O)=O)cc1 (stereo unspecified),14,0.2,0.1,-2
CCCC(c1nnnn1CCOC)N1CCN(Cc2ccc3c(c2)OCO3)CC1 (stereo unspecified),7,-0.1,0.2,5
Clc1ccc2nnc(Nc3ccccc3)n2n1,-6,-0.1,0.3,2
Cc1nc(SCC(=O)Nc2sc(C)c(C)c2C#N)c2c(C)c(C)sc2n1,-1,0.0,0.2,4
COc1ccc(-n2cc3ccc([N+](=O)[O-])cc3n2)cc1,16,0.5,-4.3,-22
COc1ccc(N2CCN(C(CC(C)C)c3nnnn3Cc3ccco3)CC2)cc1 (stereo unspecified),-9,0.2,0.0,-2
C=CCON1C(=O)C2C3OC(C2C1=O)C1C3C2(Cl)CC1(Cl)C(Cl)=C2Cl (stereo unspecified),-6,0.4,0.1,0
COc1ccccc1C(=O)N/C(=C\c1ccc2c(c1)OCO2)C(=O)N1CCCCC1,4,0.0,0.2,0
COc1cc(CNc2ccc3c(c2)ncn3C)cc(OC)c1OC,-6,-0.1,-0.7,63*
Cc1cccc(N2C(=O)SC(Nc3ccccc3C)C2=O)c1 (stereo unspecified),-5,0.1,-0.6,8
CC(C)(C)OC(=O)N1CCC(c2nc3c(nnn3Cc3ccccc3F)c(=O)[nH]2)CC1,21,0.6,-2.3,-3
COc1ccc(-c2cc(C(F)(F)F)n3ncc(C(=O)N4CCCCC4)c3n2)cc1OC,3,-0.1,0.3,-11
COc1ccc(C(=O)Nn2c(C)nc3ccccc3c2=O)cc1,2,0.0,-1.2,6
CCCOC(=O)CSc1n[nH]c(=O)[nH]c1=O,3,0.0,1.1,-1
Cc1ccc(C(c2sc3ncnn3c2O)N2CC(C)OC(C)C2)cc1 (stereo unspecified),1,0.0,1.4,4
COc1ccc(-c2nc3ccc(C(=O)NCCc4ccccc4)cc3nc2-c2ccc(OC)cc2)cc1,15,0.2,0.4,-13
CCS(=O)(=O)c1nc2ccccc2n1C,-7,-0.1,-0.1,2
O=C(c1cccnc1)N1CCC(Oc2ccc(C(=O)N3CCCC(O)C3)cc2)CC1 (stereo unspecified),-18,-0.1,-0.9,1
Clc1cccc2sc(N3CCCCC3)nc12,2,-0.1,-1.5,-45
CN(Cc1ccccc1)C(=O)c1ccc2c(=O)n(-c3ccccc3)c(SCC(=O)c3ccccc3)nc2c1,-5,0.1,0.2,7
CCC(C)(C)NC(=O)CN(C(=O)CCC(=O)Nc1nccs1)c1ccc(C)cc1,0,-0.1,0.4,7

# Entries shown so far that contain fluorine, in the order listed:
SMILES,MITF primary,FBW7 activator,GPR151 ag,TEAD-YAP block
CCc1c(C)sc(NC(=O)c2cc3n(n2)C(C(F)(F)F)CC(c2ccc(Cl)cc2)N3)c1C#N (stereo unspecified),2,0.1,0.7,0
CCOc1ccccc1N1CCN(S(=O)(=O)c2ccc(F)cc2)CC1,3,-0.1,0.8,13
CCOC(=O)C(NC(=O)CC)(Nc1ccc(S(=O)(=O)Nc2ncccn2)cc1)C(F)(F)F (stereo unspecified),-1,0.0,-1.1,5
COc1ccc(CCNC(=O)c2ccc3c(c2)nc(C)n3-c2cccc(F)c2)cc1OC,9,-0.2,2.2,-1
COC(=O)c1cc(NC(=O)c2cnn3c(C(F)(F)F)cc(-c4ccc(C)cc4)nc23)cc(C(=O)OC)c1,23,0.2,-0.5,-3
COc1ccc(C2C(C(=O)N3CCN(Cc4ccc5c(c4)OCO5)CC3)c3ccccc3C(=O)N2Cc2ccc(F)cc2)cc1 (stereo unspecified),-3,-0.1,0.3,16
CCOc1ccccc1NC(=O)c1cc(S(=O)(=O)N2CCN(c3ccccc3F)CC2)ccc1F,11,-0.2,-1.7,7
COc1cccc(NC(=O)CSc2nc3c(sc(=S)n3CC3CCCO3)c(=O)n2-c2ccc(F)cc2)c1 (stereo unspecified),-12,-0.1,0.6,-1
O=C(Nc1cc(F)ccc1F)c1cc2c(=O)n3ccccc3nc2s1,2,0.0,-0.7,-7
CC1C(=O)C(C)C(c2ccc(F)cc2)NC1c1ccc(F)cc1 (stereo unspecified),6,0.0,1.9,-2
COc1ccccc1CNS(=O)(=O)c1ccc(F)c(C(=O)Nc2cc(Cl)cc(Cl)c2)c1,18,0.0,0.3,-4
Cc1ccc(NC(=O)CCNC(=O)Cn2cnc3ccccc3c2=O)cc1F,3,0.0,0.6,-7
CC(C)(C)OC(=O)N1CCC(c2nc3c(nnn3Cc3ccccc3F)c(=O)[nH]2)CC1,21,0.6,-2.3,-3
COc1ccc(-c2cc(C(F)(F)F)n3ncc(C(=O)N4CCCCC4)c3n2)cc1OC,3,-0.1,0.3,-11

# Source: PubChem BioAssay
